Source: PubChem BioAssay
Cav32 inh = blocks human Cav3.2 T-type calcium channel; Cav3.2-expressing cells, Fluo-4 calcium fluorescence FDSS; active compounds read low; B-score at 10 µM; hit rate 4% among 100,000; AID 449739;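 active = single-dose well whose peak fluorescence ratio is a statistical outlier from its plate by either plate-standardised score or position-corrected B-score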
Target sequence (O95180 whole entry, looked up): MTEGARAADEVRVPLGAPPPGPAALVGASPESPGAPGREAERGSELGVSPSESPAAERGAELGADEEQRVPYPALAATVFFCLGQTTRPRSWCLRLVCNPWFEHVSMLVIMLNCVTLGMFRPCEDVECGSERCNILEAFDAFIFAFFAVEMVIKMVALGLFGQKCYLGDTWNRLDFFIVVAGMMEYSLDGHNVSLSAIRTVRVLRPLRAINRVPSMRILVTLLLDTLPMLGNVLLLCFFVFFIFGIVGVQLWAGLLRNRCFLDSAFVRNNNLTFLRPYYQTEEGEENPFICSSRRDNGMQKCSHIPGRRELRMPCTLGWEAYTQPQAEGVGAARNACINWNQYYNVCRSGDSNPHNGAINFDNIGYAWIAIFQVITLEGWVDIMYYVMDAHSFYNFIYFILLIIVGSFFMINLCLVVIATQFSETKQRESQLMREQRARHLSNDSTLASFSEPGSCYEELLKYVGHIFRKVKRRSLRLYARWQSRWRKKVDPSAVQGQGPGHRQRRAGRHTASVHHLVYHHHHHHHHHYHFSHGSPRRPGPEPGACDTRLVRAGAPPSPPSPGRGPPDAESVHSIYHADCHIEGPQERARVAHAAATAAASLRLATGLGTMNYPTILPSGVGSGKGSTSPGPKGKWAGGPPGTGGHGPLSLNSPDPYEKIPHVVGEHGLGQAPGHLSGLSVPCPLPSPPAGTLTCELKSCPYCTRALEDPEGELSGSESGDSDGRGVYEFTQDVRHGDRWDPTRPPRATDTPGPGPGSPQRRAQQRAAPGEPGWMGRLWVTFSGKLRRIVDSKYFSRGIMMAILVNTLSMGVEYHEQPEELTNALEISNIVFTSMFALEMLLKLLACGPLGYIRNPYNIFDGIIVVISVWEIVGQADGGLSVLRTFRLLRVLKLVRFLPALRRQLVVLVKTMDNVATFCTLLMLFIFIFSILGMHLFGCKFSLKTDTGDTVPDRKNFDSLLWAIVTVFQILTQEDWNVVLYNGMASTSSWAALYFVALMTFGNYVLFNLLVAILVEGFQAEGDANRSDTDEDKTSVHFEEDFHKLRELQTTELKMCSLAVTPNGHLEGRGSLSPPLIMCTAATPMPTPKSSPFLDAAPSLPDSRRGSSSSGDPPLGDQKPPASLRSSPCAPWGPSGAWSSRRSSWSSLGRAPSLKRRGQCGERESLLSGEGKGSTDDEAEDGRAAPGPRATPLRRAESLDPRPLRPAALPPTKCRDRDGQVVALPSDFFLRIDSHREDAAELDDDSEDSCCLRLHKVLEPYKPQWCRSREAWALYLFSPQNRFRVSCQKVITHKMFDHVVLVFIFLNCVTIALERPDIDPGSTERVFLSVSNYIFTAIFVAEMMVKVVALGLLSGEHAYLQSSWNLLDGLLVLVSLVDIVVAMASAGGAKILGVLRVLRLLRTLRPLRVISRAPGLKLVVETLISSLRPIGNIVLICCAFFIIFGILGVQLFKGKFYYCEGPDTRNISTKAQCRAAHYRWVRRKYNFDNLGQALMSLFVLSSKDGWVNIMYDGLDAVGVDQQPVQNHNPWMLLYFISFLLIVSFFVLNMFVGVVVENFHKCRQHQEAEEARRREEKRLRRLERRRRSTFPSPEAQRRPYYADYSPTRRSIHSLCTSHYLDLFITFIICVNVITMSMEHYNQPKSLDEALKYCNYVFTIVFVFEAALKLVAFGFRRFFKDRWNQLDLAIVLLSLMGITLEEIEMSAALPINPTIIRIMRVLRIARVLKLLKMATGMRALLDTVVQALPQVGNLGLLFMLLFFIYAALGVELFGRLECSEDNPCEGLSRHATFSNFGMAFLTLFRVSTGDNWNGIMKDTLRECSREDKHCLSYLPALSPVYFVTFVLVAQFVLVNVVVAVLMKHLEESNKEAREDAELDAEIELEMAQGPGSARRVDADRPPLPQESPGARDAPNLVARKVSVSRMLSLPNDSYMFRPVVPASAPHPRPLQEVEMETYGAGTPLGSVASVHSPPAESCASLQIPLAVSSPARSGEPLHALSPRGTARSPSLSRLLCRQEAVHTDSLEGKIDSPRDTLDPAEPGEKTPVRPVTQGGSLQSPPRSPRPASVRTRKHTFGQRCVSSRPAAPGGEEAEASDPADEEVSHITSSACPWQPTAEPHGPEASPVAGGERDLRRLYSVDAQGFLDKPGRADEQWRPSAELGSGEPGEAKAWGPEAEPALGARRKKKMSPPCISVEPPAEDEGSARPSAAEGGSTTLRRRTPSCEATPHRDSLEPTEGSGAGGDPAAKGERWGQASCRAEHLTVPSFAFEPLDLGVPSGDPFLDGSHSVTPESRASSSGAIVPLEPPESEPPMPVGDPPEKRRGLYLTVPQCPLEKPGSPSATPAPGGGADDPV
* marks the source's active call; other numbers are inactive results. These rows are one share of the data, so the mix of outcomes need not match the whole.

SMILES	Cav32 inh
Cc1ccc(C)c(N2CCN(C(=O)c3cn(C)c4ccc(S(=O)(=O)N(C)C)cc4c3=O)CC2)c1	1.4
O=C(CCN1Cc2ccccc2C1)c1ccc2c(c1)OCCO2	1.2
Cc1cc2ncn(/N=C/c3cc(Br)ccc3O)c2cc1C	0.47
COc1cccc(N(C(=O)c2ccn[nH]2)C2(C(=O)Nc3c(C)cccc3C)CCCCC2)c1	-5*
CCC1CCCCN1C/C=C/c1ccccc1[N+](=O)[O-] (stereo unspecified)	-0.15
O=C(Nc1ccc(Cc2ccncc2)cc1)c1ccc(Cl)c([N+](=O)[O-])c1	-8.7*
CCNS(=O)(=O)c1ccc(C)c(-n2cnnn2)c1C	0.45
COc1ccc(C2(O)CC3CCC(C2)N3c2nc(C)cc(C)c2C#N)cc1 (stereo unspecified)	0.18
CC1=C(C(=O)N(C)C)C(c2cccs2)NC(=O)N1 (stereo unspecified)	-0.75
Cc1[nH]nc2c1C(C(C)C)C(C#N)=C(N)O2 (stereo unspecified)	0.21
Cc1nc(Nc2ccc(Br)cc2Br)c([N+](=O)[O-])c(=O)[nH]1	0.53
COc1ccc(-c2cc(C(F)(F)F)nc(NCc3cccnc3)n2)cc1	-1.6
CCOC(=O)CCCn1ncn2c(cc3occc32)c1=O	0.22
O=C1NC(c2ccco2)Nc2ccccc21 (stereo unspecified)	-1.6
Cc1ccc(-c2cc(C(F)(F)F)n3ncc(C(=O)N4CCN(C)CC4)c3n2)cc1	0.91
Cc1noc(NS(=O)(=O)c2ccc(N/C=C/C(=O)c3cccnc3)cc2)c1C	1.8
CC1NC(=O)N(C)[C@@H]2NC(=O)N(C)C(c3ccc([N+](=O)[O-])cc3)[C@@H]12 (stereo partly specified)	-0.32
O=C(Cn1nnc(-c2ccc3c(c2)OCO3)n1)NCc1ccco1	0.0065
Cc1nnc(SCC(=O)NCc2ccco2)n1Cc1ccccc1	-0.58
COc1ccc(Cc2nnnn2CC(=O)O)cc1	0.41
c1ccc(N2N=C(c3cccs3)CC2c2ccco2)cc1 (stereo unspecified)	-0.44
O=C(c1cc(F)c(F)cc1Cl)N1CCOCC1	1.5
CNC(=O)NC(=O)CSc1cccc(C(F)(F)F)c1	-0.66
O=C(CCC1CCCC1)NCc1ccccn1	0.11
COc1ccc(C(=O)c2c(C(F)(F)F)oc3c2C(=O)c2ccccc2C3=O)cc1OC	0.77
Cn1c(=O)c2c(ncn2CC(=O)N2CCN(c3ccccc3F)CC2)n(C)c1=O	0.77
COc1ccccc1NC(=O)CN1CCN(c2ccc(Cl)cc2)CC1	0.17
Cc1ccc(-c2nc3ccccc3o2)cc1NC(=O)c1ccc2c(c1)OCO2	-1.2
Cc1c(C(=O)OCCOC(C)C)[nH]c2c1C(=O)CC(C)(C)C2	0.078
O=C(CCC(=O)N1CCCc2ccccc21)N1CCN(S(=O)(=O)c2ccccc2)CC1	0.83
Brc1ccccc1Cn1c(-c2cncs2)nc2ccccc21	-0.8
Cc1cc(C(=O)Nc2ccc3c(c2)OCCO3)c(C)o1	-0.021
O=C(O)c1ccccc1OCCOc1ccccc1	0.16
COC(=O)c1ccc(-c2ccc([C@H]3[C@H]4C=CC[C@@H](C)[C@@H]4C(=O)N3Cc3ccccc3)c(F)c2)cc1	0.1
Cc1nn(C)cc1CNC(=O)Nc1ccc(Cl)c(Cl)c1	0.06
CCOC(=O)c1cnc(-n2nc(C)cc2C)nc1Nc1ccccc1OC	0.52
O=S(=O)(/C=C/c1ccccc1)c1ccccc1	-0.016
O=C(O)CCc1nn2c3ccccc3nc2n(-c2ccccc2)c1=O	0.16
O=c1[nH]c2cc3c(cc2cc1CN(Cc1cccs1)Cc1nnnn1Cc1ccco1)OCCO3	0.16
Cc1ccc(NC(=O)Cn2cnc3c(=O)n(C)c(=O)n(C)c32)c(C)c1	-0.37
Clc1ccccc1CN(Cc1ccco1)Cc1nnnn1C1CCCC1	-4.3
COc1ccc(S(=O)(=O)N2c3cc(Cl)ccc3Oc3nc4ccccc4nc32)cc1	-2.3
CCc1ccc(CNCCNCC(C)O)cc1 (stereo unspecified)	0.26
Cc1ccc(C(=O)N(c2ccccc2)C2CC(C)N(C(=O)c3ccco3)c3ccccc32)cc1 (stereo unspecified)	-5.6*
CC1=C(C(=O)Nc2ccc(C)cc2)C(c2ccc(C)o2)C2=C(CC(C)(C)CC2=O)N1 (stereo unspecified)	0.042
CCC(Oc1ccc(C)c(C)c1)C(=O)O (stereo unspecified)	0.68
Cc1ccc(Oc2cc(C)nc(-c3ccccc3O)n2)cc1	0.44
O=C(O)c1cn(-c2ccccc2)nc1-c1cccnc1	-0.014

Exported with bars between the fields: entries from further up.
molecule | Cav32 inh
Cc1ccc(-c2nc3ccccc3o2)cc1NC(=O)c1ccc2c(c1)OCO2 | -1.2
Cc1c(C(=O)OCCOC(C)C)[nH]c2c1C(=O)CC(C)(C)C2 | 0.078
O=C(CCC(=O)N1CCCc2ccccc21)N1CCN(S(=O)(=O)c2ccccc2)CC1 | 0.83
Brc1ccccc1Cn1c(-c2cncs2)nc2ccccc21 | -0.8
Cc1cc(C(=O)Nc2ccc3c(c2)OCCO3)c(C)o1 | -0.021
O=C(O)c1ccccc1OCCOc1ccccc1 | 0.16
COC(=O)c1ccc(-c2ccc([C@H]3[C@H]4C=CC[C@@H](C)[C@@H]4C(=O)N3Cc3ccccc3)c(F)c2)cc1 | 0.1
Cc1nn(C)cc1CNC(=O)Nc1ccc(Cl)c(Cl)c1 | 0.06
CCOC(=O)c1cnc(-n2nc(C)cc2C)nc1Nc1ccccc1OC | 0.52
O=S(=O)(/C=C/c1ccccc1)c1ccccc1 | -0.016
O=C(O)CCc1nn2c3ccccc3nc2n(-c2ccccc2)c1=O | 0.16
O=c1[nH]c2cc3c(cc2cc1CN(Cc1cccs1)Cc1nnnn1Cc1ccco1)OCCO3 | 0.16
Cc1ccc(NC(=O)Cn2cnc3c(=O)n(C)c(=O)n(C)c32)c(C)c1 | -0.37
Clc1ccccc1CN(Cc1ccco1)Cc1nnnn1C1CCCC1 | -4.3
COc1ccc(S(=O)(=O)N2c3cc(Cl)ccc3Oc3nc4ccccc4nc32)cc1 | -2.3
CCc1ccc(CNCCNCC(C)O)cc1 (stereo unspecified) | 0.26
Cc1ccc(C(=O)N(c2ccccc2)C2CC(C)N(C(=O)c3ccco3)c3ccccc32)cc1 (stereo unspecified) | -5.6*
CC1=C(C(=O)Nc2ccc(C)cc2)C(c2ccc(C)o2)C2=C(CC(C)(C)CC2=O)N1 (stereo unspecified) | 0.042
CCC(Oc1ccc(C)c(C)c1)C(=O)O (stereo unspecified) | 0.68
Cc1ccc(Oc2cc(C)nc(-c3ccccc3O)n2)cc1 | 0.44

Other structures follow:
SMILES	Cav32 inh
O=C(Cc1ccc(Br)cc1)NC1CCCCC1	0.92
C=CCn1c(N)c(C(=O)OCC)sc1=S	0.0038
COc1ccc(-c2cc(=O)c3ccccc3s2)cc1	-2.5
COc1ccccc1N(CC(=O)Nc1ccc2c(c1)OCO2)S(=O)(=O)c1ccccc1	-3.2
CCc1ccc(-n2nnnc2SCC(=O)NNC(=O)c2ccco2)cc1	0.012
CCOC(=O)c1ccc(S(=O)(=O)N2CCN(C)CC2)cc1	0.18
O=C(COc1ccc(S(=O)(=O)NC2CCCCC2)cc1)NC1CCCCC1	-3.3
CCCOc1ccc2c3c(c(=O)oc2c1OCCC)CCCC3	-2.1
CCCN(c1nc(C)cc(OC)n1)S(=O)(=O)c1ccccc1	-4.7*
CC(C)NC(=O)Cn1nc(C(F)(F)F)c2c1CCC2	-0.023
CCOc1ccc(N(CC)C(=O)COc2cc(=O)n(C)c3ccccc23)cc1	0.11
CC(C)OC(=O)c1c(NS(=O)(=O)c2ccccc2)sc2c1CCCC2	-8*
CC(C)(C)c1ccc(S(=O)(=O)NCC(=O)Nc2ccc(-c3nc4ccccc4s3)cc2)cc1	-1.2
O=C(O)C[C@H]1c2cc(F)ccc2S(=O)(=O)N1C1CCN(Cc2ccccc2)CC1	1
COc1ccc(-c2nn(-c3ccccc3)cc2C(=O)Nc2nccs2)cc1	-5.8*
COc1cccc(C(=O)N/N=C(/c2ccccc2)c2ccccn2)c1	-0.13
COc1cccc(C2=NOC(C(=O)NC(C)(C)C)C2)c1 (stereo unspecified)	1.1
CNc1cnn(-c2ccccc2)c(=O)c1Cl	0.35
CCOC(=O)N1CCN(C(=O)C2CC(c3cc(OC)ccc3OC)=NO2)CC1 (stereo unspecified)	0.62
Cc1nc(Nc2ccccc2)[nH]c(=O)c1CCC(C)C	-0.68
O=C(CC(NS(=O)(=O)c1ccc(Cl)cc1)c1ccco1)N1CCc2ccccc21 (stereo unspecified)	-4.3*
CCOc1ccccc1C(=O)NC(CO)C(=O)O (stereo unspecified)	1.4
O=C(Nc1ccc(NC(=O)c2ccco2)cc1)c1cnccn1	-0.19
COc1c(C(O)CC(C)C)ccc2c1C(=O)OCc1cc(C)cc(O)c1O2 (stereo unspecified)	-2.9
Cc1nc2ccccc2n1CC(=O)NCCN1CCOCC1	0.38
CC(C)c1nc2sc3c(NCc4ccco4)ncnc3c2c2c1COC(C)(C)C2	0.99
CCCCn1c(SCc2nnc(-c3ccccc3)o2)nc2c1c(=O)n(C)c(=O)n2C	0.041
CC(=O)Nc1cccc(C(=O)Oc2cccc(C)c2)c1O	-3.1
CC(C)(C)c1ccc(C2CC2C(=O)N/N=C\c2cc3ccccc3nc2Cl)cc1 (stereo unspecified)	-1.3
CCCc1cc(-c2ccc(O)c(OCC)c2)c(C#N)c(N)n1	-0.18
Cc1ccc(CC2CC(=O)N(c3nc4ccccc4n3C)C2=O)cc1 (stereo unspecified)	-1.3
O=C(CN1C(=O)COc2ccccc21)NCc1ccccn1	0.86
CC(=O)c1ccc(N2CCN(C(=O)C3CCCN(S(=O)(=O)c4cnc[nH]4)C3)CC2)cc1 (stereo unspecified)	1.8
CCC(=O)N1c2ccccc2NC2=C(C(=O)CCC2)C1c1ccccc1 (stereo unspecified)	2.1
Nc1nc2n(n1)C(c1cccs1)CC(c1ccccc1)N2 (stereo unspecified)	-0.15
Cc1n[nH]c(C)c1S(=O)(=O)N(CC(=O)N1CCc2ccccc21)c1ccc(C(C)C)cc1	3*
COc1cccc(-c2nnc(SCC(N)=O)n2-c2ccc(Cl)cc2)c1	0.054
CC(C)OC(=O)CSc1nnc(-c2cccnc2)n1Cc1ccccc1	0.19
CCN1C(=O)c2ccc(C(=O)NCc3ccc4c(c3)OCO4)cc2C1=O	-0.7
Nc1ccc(C(=O)c2ccc3c(c2)OCCO3)cc1N	1.5
COc1ccc(C2(O)CCN(C(=O)c3ccc4c(c3)OCO4)CC2)cc1	-0.047
CSc1ccc(Cl)c(C(=O)NCC(C)C)c1	0.13
O=C(CSc1nnc(Cc2cc(=O)[nH]c(=O)[nH]2)n1-c1ccc(Cl)cc1)NCC1CCCO1 (stereo unspecified)	0.64
O=c1nc(NCc2ccco2)sc2ncccc12	0.13
Cc1cc(C)nc(Sc2ccc3nnnn3n2)n1	-0.18
CC(=O)Nc1ccc(S(=O)(=O)N2CCN(Cc3ccccn3)CC2)cc1	0.29
CCOC(=O)C1=C(N)OC2=C(C(=O)CC(C)(C)C2)C1c1ccco1 (stereo unspecified)	-0.89
Cn1nnc2cc(C(=O)Nc3cccnc3)ccc21	0.27
CCOC(=O)N1CCC(NC(=O)c2cccc3c2C(=O)N(CCOC)C3)CC1	0.22
O=C1c2ccccc2-n2c1nc1ccccc1c2=O	0.26
CCN(CC)C(=O)C1CC(=O)N(c2ccc(OC)cc2)C1c1ccc(OC)cc1 (stereo unspecified)	1
Cc1c(NC(=O)c2cccc(NC(=O)c3ccco3)c2)cccc1C(=O)O	0.44
CC(=O)Nc1ccc(S(=O)(=O)N2CCN(C(=O)c3ccccc3F)CC2)cc1	0.71
CCCNC(=O)CCc1c(C)nc2nc(-c3cc(OC)cc(OC)c3)nn2c1C	1.3
NC(=O)C1CCN(C(c2ccccc2)c2nnnn2C2CCCC2)CC1 (stereo unspecified)	0.5
Cc1ccc(S(=O)(=O)CC(=O)Nc2ccc(S(=O)(=O)Nc3onc(C)c3C)cc2)cc1	0.94
CC(C)/C=C1\CCCCC1N(C)C(=O)NC(C)C (stereo unspecified)	-2.2
CC1CC1C(=O)Nc1nc(-c2ccccc2)cs1 (stereo unspecified)	-4*
COc1ccc(S(=O)(=O)N2CCCC2C(=O)Nc2nc3c(s2)CCCC3)cc1 (stereo unspecified)	-1.8
COc1ccc(CCC(=O)NCc2cnn(C)c2)cc1	0.26

(more compounds)
SMILES	Cav32 inh
Cc1ccc(-c2cc(C(=O)N/N=C/c3c(C)nn(C)c3C)c3ccccc3n2)cc1C	0.56
CN1C(=O)C(CC(N)=O)N(NC(=O)c2ccc(Cl)cc2)C1=S (stereo unspecified)	0.72
CCc1cccc(OCCOCCN2CCCC2)c1	0.64
CCCSc1nnc(Nc2ccccc2C)s1	-1.1
O=C(c1cc2ccccc2oc1=O)N(Cc1ccccc1)Cc1ccc2c(c1)OCO2	-6.1*
Nc1nnc(CC(=O)N/N=C/c2cccc(OCCOc3ccccc3)c2)s1	0.13
Cc1cc(C)nc(N(C#N)CC(=O)c2ccccc2)n1	-0.35
CC(=O)Nc1cc(C(=O)N2CCN(C)CC2)ccc1S(=O)(=O)c1ccc(C)cc1	0.42
O=C(Nc1ccc2c(c1)OCO2)C1CCCCN1S(=O)(=O)c1ccc(F)cc1 (stereo unspecified)	-0.019
COC(=O)c1nn(-c2ccc(-c3ccccc3)cc2)cc1O	1
O=C(NCC1CCCO1)c1ccccc1 (stereo unspecified)	-0.42
Cc1cc(C)nc(SCc2nnc(SCC(=O)Nc3ncc(C)s3)n2Cc2ccco2)n1	0.078
COc1ccc(C(=O)OC(C)CN2CCOCC2)cc1OC (stereo unspecified)	0.15
Cc1occc1-c1nnc(SCCCC(=O)c2ccc(F)cc2)n1C	0.021
COCc1ccccc1Cn1cnc2c1c(=O)n(C)c(=O)n2C	1.1
CCOC(=O)c1ccc(Nc2nc(-c3cccnc3)nc3ccccc23)cc1	0.0093
CCc1ccc(NC(=O)Cn2c(=O)n(CCCC(=O)NCc3ccco3)c(=O)c3ccccc32)cc1	-0.87
CCOC(=O)c1ccc(NCC(O)COc2ccccc2)cc1 (stereo unspecified)	-1.9
COc1ccc(C2C(C(=O)c3ccco3)=C(O)C(=O)N2CCc2ccccc2)cc1OC (stereo unspecified)	0.88
O=C(NCCCN1CCCCC1)c1ccc2c(c1)NC(=O)C(N1CCOCC1)S2 (stereo unspecified)	0.018
Cc1sc2ncn(CC(=O)NCC(=O)N(C)C3CCCCC3)c(=O)c2c1C	0.95
